Pf gametocyte: late stage P. falciparum gametocyte viability inhibitors, primary screen, ATP luminescence, HTS. P. falciparum stage V gametocytes, 24 h. inhibition, % at 10.9 µM. actives 0.065% (n = 150,000). AID 743093, 2013;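 active = inhibition above the mean plus 3 SD of compounds within the control limits, set per campaign, cut at about 38% in these data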;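 also: 0% = DMSO wells and 100% = medium only without gametocytes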
ABCB1 inh: ABCB1 efflux pump inhibitors, primary screen, cell-based, multiplex, flow cytometry, ABCG2 counter-screen; inhibition, % at 6.6 µM; CCRF-Adr cells, JC-1 efflux; actives 0.067% (n = 190,000); ATP-dependent translocase ABCB1 (Homo sapiens), P08183; AID 1326, 2008; in the data active = inhibition above about 40%;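 also: 0% = vehicle and 100% = reference inhibitor; higher value means more JC-1 retained so stronger ABCB1 efflux block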
ABCG2 block: ABCG2 efflux pump inhibitors, primary screen, multiplex with ABCB1, IgMXP3 cells, flow cytometry | Broad substrate specificity ATP-binding cassette transporter ABCG2 (Homo sapiens), Q9UNQ0 | JC-1 efflux | inhibition, % at 6.6 µM | actives 0.1% (n = 190,000);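 active = inhibition above 80%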;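 also: 0% = DMSO and 100% = nicardipine control wells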
Target sequence (Q9UNQ0 whole entry, looked up): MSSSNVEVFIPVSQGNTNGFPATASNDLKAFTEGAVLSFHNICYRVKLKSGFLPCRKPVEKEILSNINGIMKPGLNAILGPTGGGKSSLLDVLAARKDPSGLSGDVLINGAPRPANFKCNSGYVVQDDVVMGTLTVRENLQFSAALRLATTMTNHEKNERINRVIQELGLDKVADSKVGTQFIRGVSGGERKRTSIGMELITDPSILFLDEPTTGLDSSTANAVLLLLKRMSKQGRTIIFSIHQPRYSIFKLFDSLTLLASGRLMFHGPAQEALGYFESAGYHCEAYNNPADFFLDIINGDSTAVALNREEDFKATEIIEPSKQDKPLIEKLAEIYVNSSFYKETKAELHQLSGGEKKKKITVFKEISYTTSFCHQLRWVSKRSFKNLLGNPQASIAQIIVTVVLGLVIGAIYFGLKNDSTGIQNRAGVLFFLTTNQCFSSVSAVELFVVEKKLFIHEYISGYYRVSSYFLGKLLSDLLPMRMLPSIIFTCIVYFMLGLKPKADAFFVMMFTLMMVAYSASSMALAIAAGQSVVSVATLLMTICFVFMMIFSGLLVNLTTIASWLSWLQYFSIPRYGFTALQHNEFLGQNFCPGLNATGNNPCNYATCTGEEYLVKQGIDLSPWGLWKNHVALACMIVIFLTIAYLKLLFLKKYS
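Test system: IgMXP3 cells (ABCG2) mixed with DDAO far-red-labelled CCRF-Adr cells (ABCB1). Reagent: JC-1 transporter substrate. Compound dosing: single test compound dose, 6.6 µM final. Times: 10 min compound exposure, 25 °C. Detection: flow cytometry of retained JC-1 fluorescence. Read-out basis: efflux inhibition in percent versus controls. Controls: nicardipine and DMSO wells.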
GSH bead fluor: compound fluorescence on glutathione beads, profiling panel, artefact control, biophysical, 488/530 nm, flow cytometry. GSH beads flow cytometry, compound fluorescence 488/530 nm; stronger effect = higher value. fluorescence (KMESF) at 10 µM. actives 0.25% (n = 190,000); in the data active = fluorescence above about 89;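 also: glutathione beads carrying GST-tagged Bcl family fusion proteins plus one bare bead set; values are compound well signal with DMSO vehicle wells as background; inactives centre near 16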
Bim-Mcl-1: inhibitors of Bim peptide binding to Mcl-1, primary screen, biochemical, bead-based flow cytometry, multiplex. Induced myeloid leukemia cell differentiation protein Mcl-1 (Homo sapiens), Q07820. Bim peptide-Mcl-1 binding. inhibition, % at 10 µM. actives 0.1% (n = 190,000); in the data active = inhibition above about 40%;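 also: 0% = no compound tracer wells and 100% = peptide blocker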
Mcl1-Noxa inh: Mcl-1/Noxa binding inhibitors, primary screen, biochemical, TR-FRET, 1536-well | Induced myeloid leukemia cell differentiation protein Mcl-1 (Homo sapiens), Q07820 | TR-FRET Mcl-1/Noxa peptide binding, 2 h | inhibition, % at 21.7 µM | actives 1.5% (n = 220,000) | AID 1022, 2008;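 active = compounds that cut the protein-peptide binding signal by more than 50% relative to plate controls in a single-dose test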;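 also: His-tagged Mcl-1 with rhodamine Noxa BH3 peptide and terbium anti-His antibody; 0% = Mcl-1 plus Noxa peptide wells and 100% = peptide-only wells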
Mcl1 Bid PPI: Mcl-1/Bid binding inhibitors, primary screen, biochemical, TR-FRET, 1536-well | actives 0.97% (n = 220,000) | inhibition, % at 21.7 µM | TR-FRET Mcl-1/Bid-Dy647 peptide binding | Induced myeloid leukemia cell differentiation protein Mcl-1 (Homo sapiens), Q07820 | AID 1021, 2008;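 active = compounds that cut the binding signal by more than half at the single screening dose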;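 also: His-tagged Mcl-1 with europium anti-His antibody binding Bid BH3 peptide; 0% = Mcl-1 plus peptide wells and 100% = peptide-only wells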
RGS4-Gao reg: modulators of RGS4 binding to Galphao, primary screen, biochemical, multiplexed bead flow cytometry | actives 0.33% (n = 220,000) | AID 1415, 2008 | actives lie on both sides | Guanine nucleotide-binding protein G(o) subunit alpha (Homo sapiens), P09471 | binding response (% of control), % at 10 µM; in the data active = binding response below about 49% or above about 150%; inactive = in between;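 also: fluorescent Galphao activated with aluminum fluoride binding bead-coupled RGS4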
RGS7-Gao: RGS7-Galphao binding modulators, primary screen, biochemical, multiplexed bead flow cytometry; Guanine nucleotide-binding protein G(o) subunit alpha (Homo sapiens), P09471; actives lie on both sides; binding response (% of control), % at 10 µM; actives 0.35% (n = 220,000); AID 1439, 2008; in the data active = binding response below about 49% or above about 150%; inconclusive = no clear call, values can overlap the other calls; inactive = in between;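 also: fluorescent Galphao held in activated GDP-AlF4 state binding bead-coupled RGS7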
Avidin fluor: green autofluorescence of compounds with avidin beads – biophysical, 488/530 nm, flow cytometry, artefact control, profiling panel; fluorescence (KMESF) at 10 µM; compound fluorescence 488/530 nm; stronger effect = higher value; actives 0.38% (n = 220,000); in the data active = fluorescence above about 47; also: inactives centre near 10
RGS8-Gao: RGS8-Galphao binding modulators, primary screen, biochemical, multiplexed bead flow cytometry; Guanine nucleotide-binding protein G(o) subunit alpha (Homo sapiens), P09471; actives lie on both sides; response (percent of control binding), % at 10 µM; actives 0.34% (n = 220,000); in the data active = response below about 60% or above about 140%; inactive = in between;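 also: Galphao activated as the GDP aluminium fluoride complex binding bead-coupled RGS8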
Numbers without * were called inactive; ? = inconclusive; / = not tested or not shown. Random draw from the library; overall some 3.3% were active at least once.

SMILES	Pf gametocyte	ABCB1 inh	ABCG2 block	GSH bead fluor	Bim-Mcl-1	Mcl1-Noxa inh	Mcl1 Bid PPI	RGS4-Gao reg	RGS7-Gao	Avidin fluor	RGS8-Gao
Cc1ccc(/C=c2\s/c(=C(/C#N)C(=O)N3CCCC3)n(Cc3ccco3)c2=O)s1	-30	-0.6	-2	27	0	7	-13	88	90	5	86
Cc1ccc(N=C(NOC(=O)c2ccccc2)c2nonc2N)c(C)c1	/	-0.7	4	26	-8	-1	7	100	98	31	100
O=C(CCOc1ccccc1)Nc1ccccc1[N+](=O)[O-]	14	0.3	1	15	-1	2	-6	94	105	9	98
CCN(CC)CCCN=Cc1c(-c2ccccc2)[nH]n(-c2nc3ccccc3s2)c1=O	5	/	/	/	/	-11	-32	111	?	4	105
O=S(=O)(/C=C/c1ccccc1)N1CCN(c2cccc(Cl)c2)CC1	/	0.5	2	11	-2	6	-7	91	99	9	98
O=C(O)C1CCCCC1C(=O)N1CCCC1 (stereo not given)	10	0.2	0	53	-2	-4	-18	100	96	10	102
Oc1cc(Cc2ccccc2)cnc1CN1CCCCC1	17	0.3	0	17	0	21	6	103	98	8	102
N#Cc1c(-c2ccco2)nc(SCC(=O)Nc2ccc(S(N)(=O)=O)cc2)[nH]c1=O	/	2.9	9	29	0	-1	-1	106	99	8	103
Cc1ccc(C)c(NC(=O)C(Sc2nc3ccccc3c(=O)n2CC(C)C)c2ccccc2)c1 (stereo not given)	2	1.4	-2	18	-30	-10	-10	92	98	1	94
O=C(Cn1nc(-c2ccccc2)c2ccccc2c1=O)NCC1CCCO1 (stereo not given)	5	0.2	1	8	2	2	-17	100	95	15	98
COc1ccc(NC(=O)C(=O)NCCN2CCN(C(=O)c3ccco3)CC2)cc1	4	1.0	2	13	-1	8	-13	100	100	24	100
Oc1c(C(c2ccco2)N2CCOCC2)sc2ncnn12 (stereo not given)	/	-3.0	-4	18	1	-11	-34	95	97	8	97
N#CCSc1n[nH]c2nc3c(c(=O)n12)C1(CCCCC1)Cc1ccccc1-3	-6	/	/	/	/	-6	-43	99	?	8	99
CC1CCN(C(=O)CSc2nnc(-c3cccnc3)n2C2CCCCC2)CC1	/	0.1	9	10	-1	1	-37	101	96	7	99
CCCCOC(=O)Cn1c(-c2ccccc2)nc2ccccc2c1=O	-5	-1.6	10	12	-2	20	0	99	97	4	103
COc1cccc2sc(N(CCCN(C)C)C(=O)c3sc4ccccc4c3Cl)nc12	-3	1.9	1	18	-5	23	17	108	107	14	104
c1ccc(Cc2nnc3sc(-c4ccc5c(c4)OCCO5)nn23)cc1	/	0.2	0	23	-2	32	2	102	107	5	97
O=C(COC(=O)c1cccnc1)Nc1ccccc1	7	0.1	1	14	-3	13	0	106	110	7	105
CCN(CC)S(=O)(=O)c1ccc(Nc2ccc(-c3ccc4c(c3)OCCO4)nn2)cc1	/	-6.7	-4	30	0	7	7	110	109	14	104
CCOCCCNC(=S)N(Cc1ccccc1)Cc1nc2ccccc2c(=O)[nH]1	-7	0.5	2	15	-6	4	-37	102	108	5	100
CCOc1cc(C(=O)N/N=C/C2CC=CCC2)cc(OCC)c1OCC (stereo not given)	-1	-0.3	-2	5	22	10	-20	102	100	3	99
CCn1c2ccccc2c2cc(N=C3SC(CC(=O)Nc4ccccc4OC)C(=O)N3C)ccc21 (stereo not given)	/	1.0	2	8	-4	21	-14	98	97	25	99
CO/N=C/C(C#N)c1ncc(C(F)(F)F)cc1Cl (stereo not given)	/	1.2	5	14	-1	17	-16	98	99	8	101
O=C(CSCCSCC(=O)c1ccco1)c1ccco1	/	0.5	4	11	-1	41	-25	96	115	32	96
Cc1cc(C)n(-c2ccc(C(=O)Nc3cc(C(F)(F)F)ccc3N3CCOCC3)cc2)n1	/	1.1	5	22	-2	-1	2	101	105	35	101
COc1ccccc1N1CCN(C(=O)c2ccc(CN3CCc4ccccc4C3)cc2)CC1	/	2.5	9	22	1	-11	26	100	98	26	99
CCOC(=O)CC1C(=O)NCCN1C(=S)Nc1ccccc1 (stereo not given)	2	0.4	4	5	-5	0	-44	103	99	16	104
COC(=O)CCCCCCCC(=O)Nc1nnc(C(F)(F)F)s1	-5	/	/	/	/	-4	9	99	?	7	98
Cc1nn(Cc2ccccc2)c(C)c1NC(=O)CCCn1nc(C)c([N+](=O)[O-])c1C	/	0.3	4	18	-3	3	9	98	100	13	97
COc1ccc(N2C(=O)CC(C#N)=C2N)cc1	15	0.8	3	14	4	5	-38	106	108	30	103
O=C(O)C12CC3CC(C1)CC(n1cnc(Cl)n1)(C3)C2	/	0.0	-3	15	0	-2	-2	100	99	8	99
Cc1cc(-c2nnc3n2N=C(c2ccccc2Br)CS3)n[nH]1	-26	/	/	/	/	9	-43	102	?	6	102
CN(C)c1ccc(NC(=O)Nc2cccc3ccccc23)cc1	15	0.1	1	21	0	47	-68	101	100	10	100
COc1cc(OC)nc(NC2OC(=O)c3ccccc32)n1 (stereo not given)	-5	0.6	3	22	-1	-5	-20	104	106	11	102
S=C1NCN(Cc2cccnc2)CN1	-15	/	/	/	/	-3	-14	98	?	6	103
C=CCNC(=S)Nc1cc(Cl)ccc1OC	/	0.5	6	7	-2	2	-51	93	94	3	98
O=C(Cc1ccc(F)cc1)NCCc1ccc(F)cc1	-7	-0.2	0	57	1	-7	-28	103	101	12	101
O=C(NCc1ccco1)c1cc(-c2ccc(Cl)cc2)on1	/	-0.5	8	18	-3	-1	-11	99	96	16	98
Cc1ccc(O)c(C2=Nc3ccccc3C2(C)C)c1	/	0.7	19	13	0	-14	-1	88	?	13	92
COc1ccc(C(=O)Nc2cccc(-c3cnc4ccccc4n3)c2)cc1	/	0.5	1	11	0	-3	-15	94	95	17	103
CCOc1ccc(C(=O)/C=C/c2cn(CN3CCN(C)CC3)c3ccccc23)cc1	/	0.4	2	21	-5	6	-23	107	108	40	104
CCN(CC)C(=O)COc1ccc(C=O)cc1OC	-15	-8.7	-3	13	-2	3	5	100	95	14	103
Cc1ccc(C2c3c(C)nn(-c4ccc([N+](=O)[O-])cc4)c3N=C3C(=O)Nc4ccccc4N32)cc1 (stereo not given)	/	-0.4	-1	17	0	-12	-6	98	100	9	102
CN=c1scc(-c2ccc(Cl)cc2)n1C	/	-0.6	0	14	-5	0	-11	97	97	21	102
COc1ccc(C(NC(=O)CC(C)C)NC(=O)CC(C)C)cc1OC	1	1.2	11	29	-3	-18	-21	99	99	12	98

Grouped by structure, the entries above with two or more sulfur atoms (4)
SMILES	Pf gametocyte	ABCB1 inh	ABCG2 block	GSH bead fluor	Bim-Mcl-1	Mcl1-Noxa inh	Mcl1 Bid PPI	RGS4-Gao reg	RGS7-Gao	Avidin fluor	RGS8-Gao
Cc1ccc(/C=c2\s/c(=C(/C#N)C(=O)N3CCCC3)n(Cc3ccco3)c2=O)s1	-30	-0.6	-2	27	0	7	-13	88	90	5	86
N#Cc1c(-c2ccco2)nc(SCC(=O)Nc2ccc(S(N)(=O)=O)cc2)[nH]c1=O	/	2.9	9	29	0	-1	-1	106	99	8	103
COc1cccc2sc(N(CCCN(C)C)C(=O)c3sc4ccccc4c3Cl)nc12	-3	1.9	1	18	-5	23	17	108	107	14	104
O=C(CSCCSCC(=O)c1ccco1)c1ccco1	/	0.5	4	11	-1	41	-25	96	115	32	96

Compound activity from PubChem.
